Source: PubChem (several laboratories)
MC4R antag cAMP = antagonists of human melanocortin 4 receptor (MC4R). MC4R-expressing cells, MTII-stimulated cAMP, LANCE TR-FRET. inhibition, % at 6.5 µM. 360,000 compounds, 0.48% hits. AID 540295;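 active = inhibition above its plate's cutoff, the mean of tested wells on that plate plus 3 SD, cut at about 29% in these data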;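 note: 0% = Melanotan II alone and 100% = Melanotan II plus saturating MCL0020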
Target sequence (P32245 whole entry, looked up): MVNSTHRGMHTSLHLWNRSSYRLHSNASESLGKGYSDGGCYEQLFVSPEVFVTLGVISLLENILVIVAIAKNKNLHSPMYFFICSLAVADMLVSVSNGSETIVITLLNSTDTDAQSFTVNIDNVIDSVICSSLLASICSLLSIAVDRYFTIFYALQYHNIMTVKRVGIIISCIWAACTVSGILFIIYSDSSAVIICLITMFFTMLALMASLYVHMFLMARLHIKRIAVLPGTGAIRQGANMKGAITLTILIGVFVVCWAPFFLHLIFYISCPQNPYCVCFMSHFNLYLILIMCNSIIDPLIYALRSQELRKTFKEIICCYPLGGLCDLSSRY
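Material: human MC4R-expressing U2OS cells. Probe or stimulus: Melanotan II challenge. Dosing: 6.5 µM single dose. Times: 30-min compound, 1-h challenge, 1-h detection, room temperature. Technique: TR-FRET with Eu-cAMP and labeled anti-cAMP, 671 nm. Replication: singlicate.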
m5-HT2A agonist = mouse HTR2A agonism via beta-arrestin recruitment. CHO-K1 mHTR2A beta-arrestin complementation, luminescence; percent of 30 µM serotonin response. P35363. 360,000 compounds, 0.66% hits. activation, % at 7.6 µM;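 active = activation above a run cutoff, the mean activation of all tested compounds plus 3 SD, cut at about 14% in these data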;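 note: 0% = plate median of compound wells and 100% = 30 µM serotonin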
Target sequence (P35363 whole entry, looked up): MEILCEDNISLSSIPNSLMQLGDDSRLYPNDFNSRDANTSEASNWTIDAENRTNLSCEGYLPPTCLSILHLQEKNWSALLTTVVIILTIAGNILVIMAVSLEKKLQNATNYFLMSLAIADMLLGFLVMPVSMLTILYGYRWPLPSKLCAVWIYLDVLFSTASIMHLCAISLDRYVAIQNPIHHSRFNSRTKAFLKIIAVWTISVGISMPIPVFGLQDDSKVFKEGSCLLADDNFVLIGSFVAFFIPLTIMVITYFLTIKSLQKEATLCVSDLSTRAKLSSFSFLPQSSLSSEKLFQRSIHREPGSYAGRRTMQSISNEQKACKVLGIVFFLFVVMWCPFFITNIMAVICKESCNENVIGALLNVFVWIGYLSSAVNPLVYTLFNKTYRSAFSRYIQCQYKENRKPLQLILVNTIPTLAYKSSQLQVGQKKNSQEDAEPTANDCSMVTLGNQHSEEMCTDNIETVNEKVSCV
Exocytosis inh = lytic granule exocytosis inhibition. AID 651702. 360,000 compounds, 0.66% hits. inhibition, % at 10 µM. TALL-104 LAMP-1 surface exposure, flow cytometry; cells stimulated with thapsigargin and PMA;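 active = inhibition above about 55%, limit read from the data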
iPSC survival up = hiPSC single-cell survival enhancement | ATPlite luminescence; 100% = ROCK inhibitor wells, 0% = DMSO | survival enhancement, % at 20 µM | 360,000 compounds, 0.044% hits | AID 602274; in the data active = survival enhancement above about 18%;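 note: cells exposed to compounds for 16 hours before the ATP read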
MC4R barr agon = activates human MC4R beta-arrestin recruitment | P32245 | U2OS MC4R beta-arrestin complementation, luminescence; percent of melanotan II response, DMSO zero | activation, % at 8.9 µM | 360,000 compounds, 0.98% hits | AID 540308;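 active = activation above a per-plate cutoff, the mean activation of sample wells on that plate plus 3 SD, cut at about 8% in these data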
ABCB6 inh 2 = human ABCB6 transporter inhibition | Q9NP58 | K562-ABCB6 porphyrin accumulation, flow cytometry, 1 h; hits give low values | fluorescence ratio to DMSO, % at 10 µM | 360,000 compounds, 0.19% hits | AID 602162;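 active = fluorescence ratio to DMSO below 75%, the collection mean minus 3 SD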;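 note: signal is porphyrin accumulated inside mitochondria; 100% equals median channel fluorescence of DMSO control wells; lower ratio means ABCB6 inhibition with less porphyrin fluorescence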
H9c2 protect = myocardial damage modulation in H9c2 cells; 360,000 compounds, 0.63% hits; H9c2 cardiomyocytes, H2O2 injury protection, ATPLite, 2 h; protection from H2O2 cell death, % at 20 µM;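 active = compounds giving at least 50% protection of heart cells from peroxide-induced death in the single-dose screen, raw or plate-pattern-corrected value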;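 note: 0% = DMSO wells with peroxide and 100% = DMSO wells without peroxide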
ABHD5 PLIN5 PPI = blocks binding of human ABHD5 to perilipin-5. Q00G26+Q8WTS1. 360,000 compounds, 0.78% hits. Split G. princeps luciferase complementation, luminescence, 4 h. inhibition, % at 4 µM;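 active = inhibition above the mean inhibition across every tested compound plus 3 SD, cut at about 22% in these data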;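 note: 0% = DMSO only wells and the 100% control is not disclosed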
aDG glyco up = increases alpha dystroglycan glycosylation | AID 624168 | Pro5-aDG cells, alpha-DG glycosylation AlphaScreen (IIH6); 0% Pro5, 100% B10-LARGE cell signal | 360,000 compounds, 0.22% hits | activation, % at 10 µM;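 active = activation of at least 8% versus controls, or a plate z-score of at least 8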;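 note: Pro5 are CHO cells carrying HIG-tagged alpha-DG that lacks glycosylation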
N-glyco inh = blocks N-linked glycosylation in D54 reporter cells. D54 ERlucT glycosylation luciferase reporter, 24 h; percent of 100 nM tunicamycin response. reporter increase, % at 12.5 µM. 360,000 compounds, 0.23% hits. AID 588692;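 active = mean luciferase reporter signal, scaled so untreated is 0 and the glycosylation-blocking control 100, at or above a set limit in every replicate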;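 note: luciferase carries N-glycosylation sites so blocking glycosylation raises the light; 0% = median of neutral control wells and 100% = median of 100 nM tunicamycin wells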
Starred values were filed as active, the others as inactive; x = no result given.

SMILES	MC4R antag cAMP	m5-HT2A agonist	Exocytosis inh	iPSC survival up	MC4R barr agon	ABCB6 inh 2	H9c2 protect	ABHD5 PLIN5 PPI	aDG glyco up	N-glyco inh
Cn1ccc2c(-c3cccnc3)cc3c(c21)C1CCC3O1 (stereo not drawn)	x	4	-7	1.1	x	101	3	18	2.4	5
C[C@H]1COC(=O)[C@H](NC(=O)OCC2c3ccccc3-c3ccccc32)C/C=C\C[C@H](CC(=O)N(CCO)Cc2ccccc2)C(=O)N1	6	-6	12	-1.3	0.6	95	-21	2	1.5	1
CCC1CCC(N2CCN(c3ccc([N+](=O)[O-])cc3)CC2)CC1 (stereo not drawn)	13	2	74*	0.6	2.8	101	-14	-2	0.3	-1
O=C(NCc1cccnc1)c1cc(C(=O)C2CC2)c[nH]1	-2	-5	-3	0.1	1.1	90	-6	6	-0.6	3
C(=N\N1CCN(c2ccccn2)CC1)/c1ccco1	8	2	3	-2.3	-1.8	101	0	-6	-0.1	0
COc1cccc(-c2ccc(NC(=O)C3CCCN(Cc4nccn4C)C3)cc2)c1 (stereo not drawn)	5	-8	-4	0.8	0.7	100	-3	5	-0.1	-4
Oc1ccc(CNc2ccccc2O)cc1	0	-2	8	-1.5	-0.2	102	-9	-33	3.2	5
O=C(c1cnn2c(C(F)(F)F)cc(-c3ccco3)nc12)N1CCCc2ccccc21	4	6	4	-2.4	-1.1	101	6	3	0.0	1
CNc1nc(OCC#N)nc(N2CCCCC2)n1	6	1	3	0.7	-0.5	103	5	0	-0.1	0
COc1ccc(-c2c/c(=N\c3nc(-c4ccccc4)c(C)s3)c3ccccc3o2)cc1O	-27	-7	19	1.8	-5.2	218	10	3	-0.3	11
COc1ccc(-c2noc(CN(C(=O)c3c(-c4ccccc4Cl)noc3C)C(C)C)n2)cc1	0	-5	-1	4.6	0.5	95	2	-2	-0.2	-4
O=C(O)C(=Cc1ccccc1[N+](=O)[O-])c1ccccc1	2	6	9	4.4	-2.1	112	4	2	-0.2	1
COc1ccccc1Cn1c(-c2ccco2)nc2nc3ccccc3nc21	6	0	11	-2.4	7.5	110	-3	3	-0.1	-3
CC(=O)Nc1cc(C(F)(F)F)ccc1OCCOc1ccccc1	5	-7	0	-3.1	0.9	101	2	-5	0.7	-1
COc1ccc(OCCNC(=O)CSc2ccc(C(F)(F)F)cc2[N+](=O)[O-])cc1	-8	2	-3	0.3	5.0	97	-1	3	0.2	1
COc1cc(/C=C/C(=O)NCC2CCCCC2)cc(OC)c1OC	4	-2	-1	0.2	0.8	103	-2	-2	0.0	3
COc1ccc(C(=O)N=c2sc3ccccc3n2C)cc1OC	-5	1	2	-0.3	-4.3	98	-2	1	-0.3	-1
C=CCNC(=O)/C(C#N)=C/c1ccc(OS(=O)(=O)c2ccc(C)cc2)c(OC)c1	14	6	16	15	1.9	91	1	14	0.7	3
CN(C)CCNC(=O)c1ccc(-c2cn3c(-c4ccc(Oc5ccccc5)cc4)cnc3cn2)cc1	2	-10	57*	-5.7	1.4	98	-12	4	-0.6	-7
Cc1ccc(CSc2nnc(-c3ccncc3)o2)c(C)c1	8	-3	-2	2.9	-3.2	100	0	-4	-0.1	0
CC(=O)c1cccc(CN2CCC(n3nccc3NC(=O)CCOc3ccccc3)CC2)c1	5	-7	-2	-0.5	-1.8	103	-4	-1	0.0	x
O=C(O)CCc1nn2c3ccccc3nc2n(CCN2CCCCC2)c1=O	-2	3	-8	-0.8	-0.8	97	-5	5	-0.1	1
CCOc1ccc(OCCC(=O)N(CC)CC(=O)Nc2c(F)cccc2F)cc1	-3	1	4	-1.6	-1.8	101	-5	-1	0.1	-3
CC1(C)Oc2ccc(C(=O)Nc3ccccc3F)cc2N(CC(=O)N2CCOCC2)C1=O	6	-7	-15	1.5	-0.7	95	0	-3	0.1	5
Cc1sc2nc(CN3CCOCC3)nc(N3CCC(C(N)=O)CC3)c2c1C	3	0	2	-0.8	0.0	102	-6	17	-0.2	1
COc1ccc(N2CCOCC2)c(NC(=O)c2ccc3c(c2)OCO3)c1	16	0	1	0.2	-2.6	98	-2	-6	-0.4	1
CCCCOc1ncnc2c1[nH]c1ccccc12	-1	8	-8	-5.0	-0.1	95	-30	1	1.5	-1
Cc1onc(-c2ccccc2)c1C(=O)N/N=C/C(Br)=C/c1ccccc1	1	-7	3	-4.3	-2.1	100	-16	5	0.1	6
O=[N+]([O-])c1ccc(N2CCOCC2)c(S(=O)(=O)N2CCOCC2)c1	-8	6	1	-1.1	0.4	103	-3	11	2.1	-1
CCCCN(C)CCCNC(=O)c1ccc2c(c1)NC(=O)C(N1CCOCC1)S2 (stereo not drawn)	7	-2	0	-1.7	-1.5	95	6	3	-0.5	0
C=CCn1c(SCCC(=O)O)nnc1-c1cccs1	-5	0	0	5.2	0.3	102	0	10	-0.2	-5
Cc1nc(C(F)(F)F)ccc1C(=O)N1CCC1(C)C(=O)NS(=O)(=O)c1ccccc1Cl (stereo not drawn)	11	1	-4	2.3	-1.9	98	10	3	0.1	-2
CCOC(=O)/C(=C\c1cccnc1)C(=O)c1cc(C(C)=O)c(Nc2ccccc2)s1	-17	-3	60*	-2.7	-3.7	89	-36	90*	-1.2	-20
CCc1ccccc1NC(=O)CSc1nc(C)c(C)o1	2	-1	5	0.8	-2.4	95	-5	0	0.1	x
COc1ccc2c(C)cc3nnnn3c2c1	1	2	-14	0.4	0.1	103	3	4	0.1	4
CC(=O)C1=C(O)C(=O)N(CCCn2ccnc2)C1c1ccc(C)cc1 (stereo not drawn)	3	8	-2	-0.7	0.2	96	-1	-7	0.0	0
CC(C)CNC(=O)COC(=O)c1ccc2c(c1)C(=O)N(Cc1ccco1)C2=O	1	-1	-1	0.1	3.0	110	4	7	0.0	3
CCC(=O)Nc1cc(ON=C(C)C)cc([N+](=O)[O-])c1	9	5	5	1.0	-1.0	100	-2	2	0.0	1
Cc1[nH]c2ccccc2c1C(=O)C(=O)NCCCn1ccnc1	1	3	-2	0.2	-2.4	91	3	2	0.0	2
CC(C)=CCc1c(O)c(CC=C(C)C)c2c(c1O)C(=O)CC(c1ccc(O)cc1)O2 (stereo not drawn)	19	-11	16	-0.8	0.8	102	-8	-12	-0.1	1
Cc1ccc(/C(O)=C2/C(=O)C(=O)N(c3ccccn3)C2c2cccc([N+](=O)[O-])c2)cc1 (stereo not drawn)	7	5	4	-0.2	-0.8	100	2	3	0.1	5
COc1ccc(N(CC(=O)Nc2cccc3ccccc23)S(C)(=O)=O)cc1	16	-2	-4	-0.8	1.5	97	-6	-7	0.3	-1
CCc1ccc(N2CC(C(=O)NC3CC3)CC2=O)cc1 (stereo not drawn)	4	-1	4	-0.4	-4.5	87	0	8	0.0	0
NC1=C(c2ccc(F)cc2)C(=O)CS1	-5	-2	1	0.3	-2.2	97	4	-3	0.2	0
O=C(CCN1C(=O)c2ccccc2C1=O)Nc1ccc(-c2cn3ccsc3n2)cc1	9	0	-2	-1.6	13*	100	10	3	0.5	-3
CCN1C(=O)[C@H]2[C@H]3CN=C(SCc4ccccc4)N3[C@@](Cc3ccccc3)(C(=O)OC)[C@H]2C1=O	6	2	-1	-1.6	-1.6	100	-2	-1	0.1	1
OC(CCN1CCOCC1)(c1ccc(Cl)cc1)C1CCCCC1 (stereo not drawn)	-2	-3	-1	-1.7	2.5	95	-1	5	0.1	-3
O=C(CNc1ccccc1)N/N=C/c1ccc2c(c1)OCCO2	6	2	1	0.7	-0.9	102	-3	-3	-0.2	3
CCC(=O)N1CCN(c2ccnc3cc(Cl)ccc23)CC1	-29	-3	-6	0.8	0.5	99	9	2	0.0	-7
CCOC(=O)c1ccccc1-c1cn2cc(Cl)ccc2n1	-6	-3	8	-0.6	-2.5	101	-2	-5	0.9	3
Cc1ccccc1CSCC(=O)NC1CCCC1	-9	3	0	-0.1	0.5	103	1	1	0.0	1
O=C(CN1C(=O)NC2(CCCC2)C1=O)Nc1cc(S(=O)(=O)N2CCCCC2)ccc1Cl	13	2	-4	0.2	-1.7	102	1	1	-0.1	-1
CN1C(=O)CS/C1=N\NC(=O)COc1cccc2cccnc12	6	-1	-3	-1.3	0.2	105	3	7	0.2	1
COc1ccc(Nc2nnc(-c3ccc(C)cc3)c3ccccc23)cc1C(=O)N1CCCCC1	10	1	-8	2.7	-0.8	102	3	0	0.2	-8
Cc1[nH]c2ccccc2c(=O)c1CN(C)Cc1ccccc1	5	-3	3	-0.7	-2.6	89	9	2	-0.1	2
CCn1c(CCC(=O)Nc2cc(F)ccc2C)nc2cc(S(=O)(=O)N(C)C)ccc21	14	-2	-11	1.3	-1.3	100	4	-4	-0.2	-1
Oc1cccc(C=NNc2ccccn2)c1	-5	-8	-2	-1.5	-1.3	87	-2	-6	-0.3	0
O=C(Nc1nc2c(s1)CN(Cc1ccccc1)CC2)C1CCCC1	6	-3	4	-0.4	1.3	94	3	-6	-0.1	-2
O=C(OC1CCOC1=O)c1ccc(-c2nc3ccccc3s2)s1 (stereo not drawn)	21	2	1	-3.2	0.1	97	-18	4	0.2	-2
COCCNC(=O)C1(C)CCCN(C(=O)c2cc(OC)c(OC)c(OC)c2)C1 (stereo not drawn)	8	2	0	-1.5	1.3	98	1	7	0.1	1

Taken from the entries so far (three entries):
SMILES	MC4R antag cAMP	m5-HT2A agonist	Exocytosis inh	iPSC survival up	MC4R barr agon	ABCB6 inh 2	H9c2 protect	ABHD5 PLIN5 PPI	aDG glyco up	N-glyco inh
Cc1ccc(/C(O)=C2/C(=O)C(=O)N(c3ccccn3)C2c2cccc([N+](=O)[O-])c2)cc1 (stereo not drawn)	7	5	4	-0.2	-0.8	100	2	3	0.1	5
COc1ccc(N(CC(=O)Nc2cccc3ccccc23)S(C)(=O)=O)cc1	16	-2	-4	-0.8	1.5	97	-6	-7	0.3	-1
CCc1ccc(N2CC(C(=O)NC3CC3)CC2=O)cc1 (stereo not drawn)	4	-1	4	-0.4	-4.5	87	0	8	0.0	0

The results go on.
SMILES	MC4R antag cAMP	m5-HT2A agonist	Exocytosis inh	iPSC survival up	MC4R barr agon	ABCB6 inh 2	H9c2 protect	ABHD5 PLIN5 PPI	aDG glyco up	N-glyco inh
CC(C)Cn1c(N)c(C(=O)CSc2ncccn2)c(=O)n(C)c1=O	-9	2	-5	0.1	-2.6	95	-2	4	0.2	1
COc1ccc(S(=O)(=O)NCc2cccnc2)cc1OC	18	4	-8	-0.5	0.4	92	3	5	-0.2	1
CC(C)c1ccc(/C=C/C(=O)NCCC2=CCCCC2)cc1	5	-6	0	-1.7	-2.8	99	-5	-5	0.0	1
COc1ccc2c(c1)nc(SCC(=O)C(C)(C)C)n2C	-1	4	-4	0.4	1.0	93	0	1	0.1	2
COc1ccc2nc(NC(C)=O)sc2c1	-4	0	-1	-1.3	-0.5	96	-7	-5	-0.1	-4
CCCCOC(=O)c1nnc(-c2ccc(Cl)cc2)o1	2	0	3	-0.7	0.6	97	-2	6	0.1	1
CCCS(=O)(=O)NC(=O)C1(C)CCCN(C(=O)c2ccc(OC)cc2)C1 (stereo not drawn)	9	-3	-8	0.9	-2.0	94	4	-3	-0.2	1
CN(C)c1ccc(/C=C(\NC(=O)c2ccccc2)C(=O)NCc2cccnc2)cc1	15	-1	3	0.6	-1.7	91	12	-3	0.1	5
